ERK EGF block: blocks ERK signaling stimulated by EGF; HEK293-V1b, EGF-stimulated phospho-ERK AlphaScreen; AID 1454; Potency, µM (highest dose often 11.5 µM), for the others: at the top dose activity change, negative = inhibition, hits mostly inhibitors; actives 0.41% (n = 130,000); active = well fitted inhibition curve with a large enough effect; inconclusive = small, poorly fitted or top-dose-only effect, or effect the other way;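 note: plate controls were stimulated vehicle wells for no effect and unstimulated vehicle basal for full effect; nearly all actives have a fitted effect of over 55% in size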
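Concentration-response of compounds against EGF-driven ERK phosphorylation in V1b-expressing HEK293 cells; 30 min preincubation, 5 min EGF, AlphaScreen detection; Normalized to DMSO basal and 25 nM EGF.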
Numbers without * were called inactive; ? = inconclusive; & = joins results of further samples; [ ] = remark or other dose. Potency is the fitted concentration of half-maximal effect. Only part of the results is shown; count on the stated rates, not on these rows.

canonical_smiles	ERK EGF block
CCOC(=O)c1c(NC(NC(C)=O)C(Cl)(Cl)Cl)sc2c1CCCC2 (configuration not stated)	-6.0%
CCCCOc1cccc(C(=O)NC(=S)Nc2cccc(C(F)(F)F)c2)c1	10.9%
O=C(O)c1ccc(NC2=C/C(=N/S(=O)(=O)c3ccccc3)c3ccccc3C2=O)cc1	?
COc1cc(OC)c(C(=O)NCC(c2cccs2)N(C)C)cc1OC (configuration not stated)	-5.1%
O=C(CNCC1CCCCC1)Nc1ccc(N2CCCCC2)cc1	3.6%
CCOC(=O)c1ccc(NC(=O)C(=O)NCc2ccccn2)cc1	-12.4%
COc1ccc(OCCn2cnc(Cl)c2Cl)cc1	-8.6%[57.5 µM]
COc1cc(C(c2sc3nc(C)nn3c2O)N2CCOCC2)cc(OC)c1OC (configuration not stated)	0.4%
O=C(N/N=C\c1cn[nH]c1-c1ccccc1)c1ccc([N+](=O)[O-])cc1	-9.5%
Cc1cc(NC(=O)CSc2nnc3ccccn23)no1	4.5%
O=C(COc1ccccc1)N1CCc2ccccc21	7.9%
COc1ccc(/C=N/NC2=NCCCCC2)c(OC)c1	0.8%
COc1ccccc1/C(C)=N/NC(=S)NCc1ccccc1	1.6%
CC(c1ccco1)N(C(=O)c1ccc(F)cc1)c1ccccn1 (configuration not stated)	5.0%
O=C(O)/C=C/C(=O)NNc1ncnc2ccccc12	-3.5%[57.5 µM]
CCCCN(C)C(=O)c1nc2ccccn2c1CN(C)Cc1csc(C)n1	6.2%[57.5 µM]
CCCCCOP(=O)(c1ccccc1)c1ccccc1	-5.7%
CCOC(=O)c1csc(NC(=O)CSc2nnnn2-c2cccc(OC)c2)n1	9.3%
CCOC(=O)N1CCN(c2ccc(C(C)=O)cc2F)CC1	0.9%
CC(C)NC(NC(=O)/C=C/c1ccccc1)C(Cl)(Cl)Cl (configuration not stated)	3.1%
Cc1onc(-c2ccccc2)c1C(=O)N/N=C/c1c[nH]c2ccccc12	?
CC1=NN(c2ccccc2)C(=O)/C1=C/N(C)C	7.8%[57.5 µM]
COc1ccc(Oc2ncccc2[N+](=O)[O-])cc1	4.2%[57.5 µM]
Cc1c([N+](=O)[O-])c([N+](=O)[O-])nn1CC(=O)N1CCOCC1	1.2%
O=C(O)c1ccccc1SCC(=O)N1c2ccccc2Sc2ccccc21	1.8%
COc1ccc(CCn2c(=O)c3cccnc3n(Cc3cccc([N+](=O)[O-])c3)c2=O)cc1OC	9.9%
CC1CCN(CCCCOc2ccccc2-c2ccccc2)CC1	?
CS(=O)(=O)N1CCN(C(=O)NC2CCCCC2)CC1	6.9%
Cc1ccccc1S(=O)(=O)c1c(C)cc(C)n(C)c1=O	2.2%
COC(=O)c1cccc(C23CC4(C2)[C@H](CN(CC2CCCCC2)[C@@H]4c2ccccc2)C3c2ccc(C(F)(F)F)cc2)c1 (some centres not stated)	7.6%
COc1ccc(CCNC(=O)c2cc3c(=O)n(C)c4ccccc4c3n2C)cc1OC	-9.4%[57.5 µM]
O=C(CCl)NC1CCCc2ccccc21 (configuration not stated)	0.4%
N#CC1=C(N)Oc2nc[nH]c(=O)c2C1c1cccs1 (configuration not stated)	-1.8%
CC1=C(C(=O)OCc2ccccc2)C(/C=C/c2ccccc2)N2C(=O)CCSC2=N1 (configuration not stated)	-2.1%
Cc1ccc2oc(=O)c(/C=C(\O)c3sc(C)nc3C)nc2c1	15.1%
CN1C(=O)N(C)c2ccc(C=O)c3cccc1c23	5.9%
NS(=O)(=O)c1ccc(NC(=O)c2ccc(-c3ccccc3)cc2)cc1	5.2%
CCC(=O)Nc1cccc(C2=NOC3(C2)C[C@H](C(N)=O)N(C(=O)CC#N)C3)c1 (some centres not stated)	5.6%[57.5 µM]
O=S(=O)(c1ccccc1)N1CCN=C1SCc1cccnc1	?
CCOC(=O)C1(CCc2ccccc2)CCN(Cc2ccc(O)cc2)CC1	-4.4%
CCCC(=O)NC(=S)Nc1cccc(Cl)c1N1CCCC1	5.3%
CN1C(=O)NC(c2ccccc2)(C(F)(F)F)S/C1=C(/C#N)c1nnc(N2CCOCC2)n1-c1ccccc1 (configuration not stated)	-1.2%
COc1ccc2c(c1)c(C(=O)N/N=C/c1cn(C)c3ccccc13)c(C)n2C	-4.9%[57.5 µM]
CCOC(=O)Nc1ccc(OCc2nnc3c4ccccc4c(C)nn23)cc1	0.4%
Cc1ccc(-c2[nH]nc3c2C(C)C(C#N)=C(N)O3)cc1 (configuration not stated)	-0.9%
COc1ccc(NS(=O)(=O)c2cccc3cccnc23)cc1	8.1%
COc1ccc(C2=Nc3ccc(C)cc3C(c3ccccc3)N2CC(=O)NN)cc1 (configuration not stated)	-3.3%
COc1ccccc1OCc1ccc(C(=O)NN)o1	-4.2%[57.5 µM]
CC(C)(C)OC(=O)C(Cc1ccc(OC(C)(C)C)cc1)NC(=O)CNC(=O)CNC(=O)OCc1ccccc1 (configuration not stated)	-5.6%
COc1ccc(/C=N/N=C2\SC(CC(=O)O)C(=O)N2c2ccccc2)cc1 (configuration not stated)	7.0%
CC(C)C(NS(=O)(=O)c1cccc2nsnc12)C(=O)Nc1nccs1 (configuration not stated)	-1.3%[57.5 µM]
COC(=O)[C@@]1(Cc2ccc(F)cc2)[C@@H]2[C@@H](CC(=O)[C@H]2CC(=O)C(=O)N2CCCC2)CN1C(=O)c1ccccc1	-3.3%
Cc1ccc(N(CCC(=O)NC(C)(C)C)S(=O)(=O)c2ccc(C)cc2)cc1	-0.2%
CC[C@@H](C)C(NC(=O)OC(C)(C)C)c1cn([C@@H](CCCCNC(=O)OC(C)(C)C)C(=O)N2CCN(C(=O)OC(C)(C)C)CC2)nn1 (some centres not stated)	-21.9%[57.5 µM]
COc1ccc(CNC(=O)C2CCN(S(=O)(=O)N3CCC4(CC3)OCCO4)CC2)c(OC)c1	-5.9%
COc1cc(/C=C/C(=O)OCC(=O)Nc2cccc(Oc3ccccc3)c2)ccc1O	19.0%
O=C(Cc1ccccc1)Nc1cccc(C(=O)N/N=C/c2ccco2)c1	10.7%
CC1CCCCN1C(=O)CCn1c(=S)oc2ccccc21 (configuration not stated)	-2.9%[57.5 µM]
COCCNC(=S)NNc1cccc(C(=O)O)c1	10.3%
CC1(C(=O)O)CCC(C(=O)N2CCCCC2)C1(C)C (configuration not stated)	8.5%

(further entries)
canonical_smiles	ERK EGF block
CN1CCN(C(=O)/C=C/c2ccc3c(c2)OCO3)CC1	11.0%
Cn1nnnc1Sc1ccc([N+](=O)[O-])cc1Cl	-0.2%
CC(NC(=O)Nc1nnc(C(F)(F)F)s1)N1C(=O)C2C3C=CC(C3)C2C1=O (configuration not stated)	3.5%
Clc1ccc(Nc2ncnc3c2nnn3Cc2ccccc2)cc1	6.0%[57.5 µM]
CC(=O)c1ccc(CCCCCCCCCC(=O)O)s1	-15.3%[57.5 µM]
CCNC(=O)n1cc(-n2cncn2)c(-c2ccc(Cl)cc2)n1	-8.6%
O=C(Nc1c2c(nn1-c1ccccc1)CS(=O)C2)c1ccc(S(=O)(=O)N2CCOCC2)cc1 (configuration not stated)	-3.6%
COC(=O)c1[nH]c2ccc(C)cc2c1NC(=O)CN1CCc2cc(OC)c(OC)cc2C1	-0.4%[57.5 µM]
C/C(=N\Nc1ccc(F)cc1F)c1cccs1	-0.3%
COc1cc(/C=N\NC(=O)CNC(=O)C2COc3ccccc3O2)ccc1O (configuration not stated)	5.8%
CC(=O)c1ccc(NC(=S)NC(=O)CC(C)C)cc1	-3.4%
COc1ccccc1N1CCN(/N=C/C(Cl)=C/c2ccccc2)CC1	3.6%[57.5 µM]
CCCCNC(=S)N=Nc1c(O)[nH]c2ccccc12	6.3%
O=C(O)CNC(=O)C(Cc1ccccc1)NC(=O)OCc1ccccc1 (configuration not stated)	3.7%
COC(=O)c1cccc2c1NC(=O)C2=O	-8.4%[57.5 µM]
O=C1CCCc2c1cnc1ncnn21	-1.4%
COc1ccc(NC(=O)CSc2nncc3ccccc23)cc1	-7.4%
N[C@@H](Cc1cc(I)c(Oc2ccc(O)c(I)c2)c(I)c1)C(=O)O	1.2%&-4.6%
NC(=O)c1ccc(N2CCN(c3ccccc3F)CC2)c([N+](=O)[O-])c1	-18.7%[57.5 µM]
COc1ccc(C)cc1NC(=S)N1CCN(S(C)(=O)=O)CC1	2.1%

A second format for some results above:
COc1cc(/C=N\NC(=O)CNC(=O)C2COc3ccccc3O2)ccc1O (configuration not stated)
  ERK EGF block: 5.8%
CC(=O)c1ccc(NC(=S)NC(=O)CC(C)C)cc1
  ERK EGF block: -3.4%
COc1ccccc1N1CCN(/N=C/C(Cl)=C/c2ccccc2)CC1
  ERK EGF block: 3.6%[57.5 µM]
CCCCNC(=S)N=Nc1c(O)[nH]c2ccccc12
  ERK EGF block: 6.3%

Continuation.
canonical_smiles	ERK EGF block
Fc1ccc(Cn2nnnc2C(c2cccs2)N2CCN(C3CCCCC3)CC2)cc1 (configuration not stated)	2.7%
CCCCCCOc1ccc(/C=c2\s/c(=C(/C#N)C(=O)NCc3ccco3)n(-c3ccccc3)c2=O)cc1	-1.8%
Cc1ccc(NC2=C(Cl)C(=O)OC2OC(=O)c2ccco2)cc1C (configuration not stated)	-4.0%
C=CC[n+]1c(-c2ccc(Cl)cc2Cl)csc1Nc1c(C)n(C)n(-c2ccccc2)c1=O	?
CN1c2ccccc2C(=O)/C(=C\Nc2ccc(F)cc2)S1(=O)=O	9.0%[57.5 µM]
O=C(NCc1ccc2c(c1)CCO2)Nc1cccc(C(F)(F)F)c1	-7.2%[57.5 µM]
COc1ccc(/C=C/C(=O)NC(=S)N2CCN(C)CC2)cc1	?
CCOC(=O)c1cn2nc(Oc3ccccc3)ccc2n1	-14.6%[57.5 µM]
Nc1nonc1C(=O)N/N=C/c1ccncc1	4.8%
CSCCC(NC(N)=O)C(=O)Nc1ccc2ccccc2c1 (configuration not stated)	-1.9%
CCSc1ccccc1C(=O)Nc1cccnc1	-3.7%
O=C(NCC(F)(F)F)Nc1cccnc1	-2.0%
CCCCn1c(SCC(=O)NC2CC(C)(C)NC(C)(C)C2)nc2cc(S(N)(=O)=O)ccc21	-23.2%[57.5 µM]
Cn1nccc1C(=O)Nc1ccn(C23CC4CC(CC(C4)C2)C3)n1	3.1%
Cc1ccc(NC(=O)c2cccc(OCc3c(C)noc3C)c2)cc1S(=O)(=O)Nc1ccccc1Cl	-0.7%
COc1cccc(-c2cc(NCc3cccs3)ncn2)c1	17.6%
CSc1sc(-c2n[nH]c(=S)n2C)c2c1C=CCC2	8.0%[57.5 µM]
C/C(=N\NC(=O)C1CC1)c1ccccc1O	-3.8%
CCCCCCC1CC(CCc2nc(=S)[nH][nH]2)C(=O)O1 (configuration not stated)	2.9%
COC(=O)c1ccccc1S(=O)(=O)NC(=O)c1ccccc1	7.7%
O=C(O)/C=C/C(=O)N(Cc1ccc2c(c1)OCO2)C1CC(=O)N(CCc2ccccc2)C1=O (configuration not stated)	-6.4%
CC(C)(C)c1cc(C(=O)NN)n(Cc2ccc(F)cc2)n1	35.3%[57.5 µM]
CC(=O)c1c(C)[nH]c(C(=O)Nc2cccc(S(=O)(=O)N3CCOCC3)c2)c1C	-4.8%
COc1ccc(-c2cc(=O)oc3c(C)c(OC(=O)c4cccs4)ccc23)cc1	3.0%
CC1=NNC(=O)C1C(c1ccc(Cl)cc1)C(C#N)C#N (configuration not stated)	3.2%[57.5 µM]
Cc1ccccc1NC(=O)CSc1nnc(C)c(=O)[nH]1	-3.6%
COC(=O)c1cn(C(=O)c2ccc(C)cc2C)c2ccccc12	-11.6%[57.5 µM]
O=C(O)CSC(C(=O)Nc1ccc(Br)cc1)c1ccccc1 (configuration not stated)	-8.0%
Cn1c(Cn2c(=O)sc3ccccc32)nnc1SCC(=O)NCCc1ccccc1	16.2%
Cc1ccc(-c2c[n+](CC(=O)Nc3nc(-c4ccccc4)cs3)c3n2CCC3)cc1	8.4%[57.5 µM]
C/C(=N\OCc1nc2ccccc2c(=O)n1/N=C/c1cc(C)cc([N+](=O)[O-])c1O)c1ccccc1	?
COc1ccc(Cc2nc3c4c(ncn3n2)Oc2c(ccc3ccccc23)C4c2ccc(OC)c(OC)c2)cc1 (configuration not stated)	4.5%
Cc1ccc(/C=C/C(=O)O)cc1S(=O)(=O)N(C)CCO	2.2%
N#CCC(=O)Nc1ccc(C(=O)OCC(=O)Nc2ccccc2Sc2ccccc2)cc1	0.0%
COc1ccc(C)cc1NC(=O)CSc1ccc(-c2cccnc2)nn1	-1.5%
CCN(CC)S(=O)(=O)c1ccc(N2CCCC2)c(NS(=O)(=O)c2cccs2)c1	2.6%
CCc1nnc(NS(=O)(=O)c2ccc(N=Cc3c(C)[nH]n(-c4ccc(C)c(C)c4)c3=O)cc2)s1	6.6%
COc1ccc(-c2c[n+]3c(n2-c2c(C)n(C)n(-c4ccccc4)c2=O)CCCCC3)cc1	4.4%
Cc1ccc(-c2nn(-c3ccccc3)cc2C(=O)N2CCOCC2)cc1C	?
COc1cc(CCCN2C(=S)NC[C@@H]2c2ccccc2)cc(OC)c1OC	1.6%[57.5 µM]
NC(=O)C1CCCN(C(=S)Nc2cccc3ccccc23)C1 (configuration not stated)	-1.4%
